Assay outcomes: PubChem BioAssay, National Center for Advancing Translational Sciences (NCATS)
GPT2 inhibitor – Primary qHTS assay for inhibitors of Glutamate pyruvate transaminase 2 (GPT2); Alanine aminotransferase 2 (Homo sapiens), Q8TD30; Recombinant GPT2, coupled pyruvate oxidase/HRP Amplex Red fluorescence; Potency, µM (titrated, usually from 57.7 µM), for the others: at the top dose activity change, negative = inhibition, usual class: inhibitors; actives 0.25% (n = 100,000); note: potency is the fitted concentration of half-maximal effect; nearly all actives have a fitted effect of over 60% in size; many of its hits are not listed in these tables
Target sequence (Q8TD30 whole entry, looked up): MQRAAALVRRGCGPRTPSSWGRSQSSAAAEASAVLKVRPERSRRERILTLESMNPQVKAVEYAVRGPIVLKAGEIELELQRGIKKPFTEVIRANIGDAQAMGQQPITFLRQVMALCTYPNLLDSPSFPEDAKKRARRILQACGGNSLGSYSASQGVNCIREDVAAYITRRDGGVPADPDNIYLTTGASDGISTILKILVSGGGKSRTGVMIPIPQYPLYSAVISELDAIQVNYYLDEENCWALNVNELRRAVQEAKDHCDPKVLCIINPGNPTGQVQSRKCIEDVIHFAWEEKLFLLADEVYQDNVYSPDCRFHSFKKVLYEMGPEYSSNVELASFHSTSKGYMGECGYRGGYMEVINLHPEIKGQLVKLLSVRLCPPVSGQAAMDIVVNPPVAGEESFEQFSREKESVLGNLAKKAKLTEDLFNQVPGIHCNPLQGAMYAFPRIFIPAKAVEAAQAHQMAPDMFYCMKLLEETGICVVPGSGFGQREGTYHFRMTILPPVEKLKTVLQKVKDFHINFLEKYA
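Recombinant GPT2 (10ng/uL) with 250uM a-KG and 2mM L-alanine, 30 min at room temperature, in HEPES pH 7.5 buffer. Pyruvate detected by pyruvate oxidase/HRP/Amplex Red fluorescence after 30 min in the dark; AOA (50uM) as positive control.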
FLuc inh – Firefly luciferase inhibition profiling of diverse chemical library using quantitative high-throughput screening; actives 2.5% (n = 76,000); Luciferin 4-monooxygenase (Photinus pyralis), P08659; Potency, µM (top dose mostly 115 µM), without a hit: at the highest dose activity change, negative = inhibition, most hits filed as inhibitors; purified P. pyralis luciferase, luminescence, biochemical; note: potency is the fitted concentration of half-maximal effect; nearly all actives have a fitted effect of over 65% in size
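Purified 10nM P. pyralis luciferase with 10uM D-luciferin and 10uM ATP in 50mM Tris acetate pH 7.5, 10mM Mg acetate, 0.01% Tween-20, 0.05% BSA. qHTS titration; luminescence read by CCD imager.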
HEK293 viab – GF-AFC viability counterscreen for inhibitors of alpha-synuclein gene (SNCA) expression. HEK-293-SNCA-luc viability, GF-AFC fluorescence, 24 h. actives 0.12% (n = 150,000). Potency, µM (series often up to 57.1 µM), for inactives: at the highest dose activity change, negative = cytotoxicity, usual class: cytotoxic;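 note: potency is the fitted concentration of half-maximal effect; 0% = DMSO-treated cells and -100% = medium-only wells without cells; nearly all actives have a fitted effect of over 30% in size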
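HEK-293-SNCA-luc cells (1500/well) plated 24 h, then exposed 24 h to a dilution series; GF-AFC added 30 min at 37C, fluorescence 405/540 nm; normalised to medium-only and DMSO wells, Hill fit.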
3T3 cytotox – Cytotoxic Profiling in NIH 3T3 Cell Line of Diverse Libraries Using Quantitative High-Throughput Screening; actives 4.3% (n = 94,000); NIH 3T3 viability, CellTiter-Glo ATP luminescence, 48-72 h; Potency, µM (series often up to 96.7 µM), for inactives: at the top dose activity change, negative = cytotoxicity, hits mostly inhibitors; note: potency is the fitted concentration of half-maximal effect; nearly all actives have a fitted effect of over 55% in size
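Viability of NIH 3T3 cells after 48 or 72 hr compound treatment at 37 °C was assessed by CellTiter-Glo, with luminescence imaged following a 10 min room-temperature step.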
HEK cytotox – Cytotoxic Profiling in HEK 293 Cell Line of Diverse Libraries Using Quantitative High-Throughput Screening. actives 6.6% (n = 94,000). Potency, µM (highest dose often 115 µM), for the others: top-dose activity change, negative = cytotoxicity, most hits filed as inhibitors. HEK 293 viability, ATP luminescence (CellTiter-Glo), 48-72 h. AID 1345083, 2018; note: potency is the fitted concentration of half-maximal effect; nearly all actives have a fitted effect of over 60% in size
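HEK 293 cells seeded at 250 cells/well were exposed to compound for 48 or 72 hr at 37 degree Celsius. Viability taken as ATP content by CellTiter-Glo luminescence.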
SNCA expr inh – Primary qHTS assay for inhibitors of alpha-synuclein gene (SNCA) expression; HEK-293 SNCA-luciferase knock-in, luminescence, 24 h; Potency, µM (series often up to 57.2 µM), for inactives: at the top dose activity change, negative = inhibition, actives largely listed as inhibitors; actives 0.17% (n = 140,000); AID 1671194, 2021;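 note: potency is the fitted concentration of half-maximal effect; plate controls were DMSO cells for no effect and cell-free wells for full effect; nearly all actives have a fitted effect of over 45% in size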
IP6K1 inhibitor – Primary qHTS assay for small molecule inhibitors of Inositol hexaphosphate kinase 1 (IP6K1); Inositol hexakisphosphate kinase 1 (Homo sapiens), Q92551; IP6K1 kinase, ADP-Glo luminescence, 2 h; stronger effect = lower value; activity change, % (series mostly up to about 58 µM); actives 0.81% (n = 140,000); AID 1645851, 2021; in the data active = activity change below about -25%
Target sequence (Q92551 whole entry, looked up): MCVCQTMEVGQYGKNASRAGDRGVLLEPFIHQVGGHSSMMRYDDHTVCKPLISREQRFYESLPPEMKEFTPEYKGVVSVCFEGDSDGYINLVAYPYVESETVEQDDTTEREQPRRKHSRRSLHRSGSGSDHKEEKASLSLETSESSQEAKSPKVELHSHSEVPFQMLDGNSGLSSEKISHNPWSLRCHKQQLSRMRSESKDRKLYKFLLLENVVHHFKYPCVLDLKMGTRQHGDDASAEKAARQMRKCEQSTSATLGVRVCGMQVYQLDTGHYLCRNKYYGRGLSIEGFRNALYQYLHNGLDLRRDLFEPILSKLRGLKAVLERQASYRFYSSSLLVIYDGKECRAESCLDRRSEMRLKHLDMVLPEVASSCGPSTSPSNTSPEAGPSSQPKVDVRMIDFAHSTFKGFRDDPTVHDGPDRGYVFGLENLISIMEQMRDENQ
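ADP-Glo luminescence measures ADP made by human IP6K1 during a 2 h RT reaction with ATP/IP6 (mix at 1.3 mM/130 uM); top library doses 57.5 and 19.1 uM final.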
* = called active by the depositor; i = inactive; ? = inconclusive; / = not tested or not shown; [ ] = dose if it differs, or a comment. Unless noted, calls come from the whole dose curve; as a rule, active = well fitted curve in the direction sought with a large enough effect; inconclusive = small, poorly fitted or top-dose-only effect, or another doubt; inactive = no such curve, though single readings can be large; an effect the other way counts as inactive or inconclusive. Unless noted, % is set by controls: 0 for no effect and ±100 for the full control effect. Only part of the results is shown; count on the stated rates, not on these rows.

SMILES	HEK cytotox	FLuc inh	3T3 cytotox	GPT2 inhibitor	HEK293 viab	SNCA expr inh	IP6K1 inhibitor
CC(=O)Nc1ccc(NC(=O)C(Cc2ccccc2)N2Cc3ccccc3C2=O)cc1 (stereo not given)	/	/	/	/	-11.1%	8.4%	8.3
CCOc1cccc(CN2CCC(C)(c3noc(C4CCOCC4)n3)CC2)c1	-14.7%	1.9%	-15.5%	i	-4.1%	-6.5%	-11.5
COc1ccc(C(=O)N2CCCN(S(=O)(=O)c3ccccc3)CCC(=O)NCC2)cc1	-5.2%	2.6%	-2.8%	4.9%	-20.5%	-10.0%	-0.4
O=C(CSC1=Nc2ccccc2N=C(c2ccc(F)cc2)C1)NCc1ccc(Cl)cc1	/	/	/	/	0.9%	-1.0%	-1.6
O=C(Nc1ccc2c(c1)OCCO2)c1nn(CC2CC2)c2c1CNCC2	-5.6%	/	-28.1%	i	5.7%	9.3%	7.0
CNC(=O)[C@@H]1CN(C(=O)CCc2cccc(OC)c2)C[C@H]1CO	-4.3%	1.0%	2.2%	-5.7%	-14.3%	-15.2%	-0.8
Cc1cc(C)n(CCC(=O)N2CCC(Cc3noc(C4CC4)n3)C2)n1 (stereo not given)	?	-7.7%	-21.4%	i	-1.9%	-21.0%	8.9
CCS(=O)(=O)c1ncc(CN(C)Cc2ccc3nonc3c2)n1CCc1ccccc1	22.4µM*	-0.5%	-21.3%	-5.0%	6.2%	22.1%	-0.7
CC(C)N1C[C@H](C(=O)N2CCOCC2)[C@H](C(=O)O)C1	-14.2%	-15.7%	-11.4%	-21.8%	0.3%	17.4%	0.8
N#Cc1ccc(S(=O)(=O)N2CCc3c(nc(-c4ccc(F)cc4)[nH]c3=O)C2)cc1	19.6%	3.6%	i	-2.7%	-1.7%	?	5.4
Cc1ccc(CNS(=O)(=O)c2ccc(C(=O)N(C)C)s2)cc1	/	/	/	/	3.0%	-8.2%	-2.1
CC(C)OCCCNC(=O)c1cc(-c2ccccc2C(F)(F)F)nc2c1cnn2C	?	/	?	/	/	/	19.1
COc1ccc(OCc2nc(C)c(CCO)c(=O)n2CC(=O)Nc2cccc(SC)c2)cc1	i	-2.1%	i	-5.1%	9.5%	-14.5%	-10.7
O=C(C1CC1)N1CCN(c2ccnc3ccnn23)CC1	4.1%[172 µM]	/	-2.9%[138 µM]	-2.3%[88.5 µM]	7.4%[87.6 µM]	26.7%[87.6 µM]	3.1
O=C(NC1CCCc2ccccc21)C1(c2ccc(Cl)cc2)CCOCC1 (stereo not given)	-42.9%	/	-36.3%	/	/	/	10.9
Cc1ccc(C2Cn3nnc(C(=O)N4CCC(C(=O)NCc5ccc(Cl)cc5)CC4)c3CO2)cc1 (stereo not given)	-7.5%	-17.0%	-3.5%	-3.9%	17.6%	66.2%[activator]	-9.3
CC(=O)N1CCCN(CC[C@H]2CN(C(=O)c3ccccc3)CC[C@H]2CC(=O)O)CC1	-0.1%[172 µM]	-0.1%[172 µM]	i	i	-0.9%[87.6 µM]	14.9%[87.6 µM]	-12.0
Cc1ccc(C)c(N2CCN(C(=O)CCS(=O)(=O)c3cc(Br)cc4c3N(C(=O)C3CC3)CC4)CC2)c1	/	/	/	/	-13.4%	-5.3%	0.4
CN1CC2(CCN(Cc3ccccc3)CC2)CC1C(=O)N1CCOCC1 (stereo not given)	i	-3.2%	2.5%	-4.5%	?	6.3%	-6.8
Nc1nc(N)c2nc(-c3cccc(O)c3)c(-c3cccc(O)c3)nc2n1	/	/	/	-15.3%	?	?	/
O=C(Nc1cccc(F)c1)[C@@H]1C[C@@H](c2cccc(C(F)(F)F)c2)N(CC2CCOCC2)C1	22.4µM*	0.6%	20µM*	-3.8%	-24.5%	?	11.5
COc1cc(CNC(=O)CC2CCOCC2)cc(OC)c1	-6.0%	-12.2%	-19.7%	?	18.6%[12.5 µM]	44.4%[activator]	7.8
CCc1cccc(NC(=O)CSc2ncc3c(n2)-c2ccccc2N(CC)S3(=O)=O)c1	/	/	/	/	2.9%	40.4%[activator]	-12.4
O=C1C(N2CCN(S(=O)(=O)c3cccc(F)c3)CC2)CCN1CCc1ccccc1 (stereo not given)	?	0.6%	?	-1.9%	-2.4%	-7.9%	10.6
CCc1ccc(S(=O)(=O)c2cn(Cc3ccccc3)c3cc(F)c(F)cc3c2=O)cc1	/	/	/	/	3.8%	17.5%	6.7

Single records, as listed above. Screens in order: HEK cytotox	FLuc inh	3T3 cytotox	GPT2 inhibitor	HEK293 viab	SNCA expr inh	IP6K1 inhibitor
`O=C(Nc1cccc(F)c1)[C@@H]1C[C@@H](c2cccc(C(F)(F)F)c2)N(CC2CCOCC2)C1` across the screens: 22.4µM*	0.6%	20µM*	-3.8%	-24.5%	?	11.5
`Cc1ccc(CNS(=O)(=O)c2ccc(C(=O)N(C)C)s2)cc1` across the screens: /	/	/	/	3.0%	-8.2%	-2.1
`Cc1cc(C)n(CCC(=O)N2CCC(Cc3noc(C4CC4)n3)C2)n1` (stereo not given) across the screens: ?	-7.7%	-21.4%	i	-1.9%	-21.0%	8.9

An excerpt from above in order of count of non-hydrogen atoms, falling:
SMILES	HEK cytotox	FLuc inh	3T3 cytotox	GPT2 inhibitor	HEK293 viab	SNCA expr inh	IP6K1 inhibitor
Cc1ccc(C)c(N2CCN(C(=O)CCS(=O)(=O)c3cc(Br)cc4c3N(C(=O)C3CC3)CC4)CC2)c1	/	/	/	/	-13.4%	-5.3%	0.4
Cc1cc(C)n(CCC(=O)N2CCC(Cc3noc(C4CC4)n3)C2)n1 (stereo not given)	?	-7.7%	-21.4%	i	-1.9%	-21.0%	8.9
CC(C)N1C[C@H](C(=O)N2CCOCC2)[C@H](C(=O)O)C1	-14.2%	-15.7%	-11.4%	-21.8%	0.3%	17.4%	0.8

Next part:
SMILES	HEK cytotox	FLuc inh	3T3 cytotox	GPT2 inhibitor	HEK293 viab	SNCA expr inh	IP6K1 inhibitor
Cc1c(Cl)cccc1NC(=O)CSc1nc(=O)n(Cc2ccncc2)c2c1CCC2	/	/	/	/	11.0%	9.8%	13.5
CCOC(=O)c1c(C)[nH]c(C)c1S(=O)(=O)N1CCC(C(=O)NCc2ccc(F)cc2)CC1	/	/	/	/	4.7%	4.3%	1.7
O=C(NC[C@H]1O[C@@H](CO)[C@@H](O)[C@H]1N1CCN(c2cccc(C(F)(F)F)c2)CC1)Nc1ccccc1	?	-4.2%	?	-18.9%	6.3%	8.2%	-9.4
Cc1ccccc1C(=O)N1CC(c2nnc(-c3ccncc3)o2)C2(CCOCC2)C1 (stereo not given)	i	4.8%	-3.7%	i	3.7%	?	22.2
O=C1CCCCCN1C1CCN(Cc2cccc3ccccc23)CC1	79.4µM*	-4.0%[172 µM]	79.4µM*	-3.3%[88.5 µM]	3.6%[87.6 µM]	-21.6%[87.6 µM]	17.6
CC(C)CNC(=O)CCC[C@@H]1[C@H]2CCCN3CCC[C@@H](CN1C(=O)c1cccnc1)[C@@H]23	-1.0%	-2.3%	-7.5%	i	-5.6%	-3.5%	-1.1
CCc1nncn1C1CCN(C(=O)c2cccc(Cl)c2)CC1	14.9%	-8.6%	-5.3%	i	-0.2%	0.1%	0.2
Clc1ccc(CCNc2nc3ccccc3c3nc(-c4ccccc4)nn23)cc1	/	/	/	/	-6.3%	2.8%	22.6
O=C(c1cccc(F)c1)N1CCC[C@H]1c1nc(-c2ccccc2)no1	?	-7.9%	-19.1%	i	-25.7%	?	0.0
COc1cccc(-c2cc(C3CCN(C(=O)Nc4ccc(F)cc4)CC3)[nH]n2)c1	?	-14.7%	?	-0.6%	6.1%	-10.8%	-8.8
CCOCc1nc(C2CCCN(C(=O)Cc3c(C)noc3C)C2)no1 (stereo not given)	-4.7%	2.5%	-5.3%	i	7.5%[12.5 µM]	?	18.3
Cc1nn2c(c1-c1ccccc1OCc1ccccc1)N(Cc1ccc(OCC(=O)O)cc1)CCC2	-13.8%	-1.2%	25.1µM*	i	4.1%	-5.0%	-0.5
CCC(=O)N1CCN(C(=O)N2CC3CC(C2)[C@H]2CCCC(=O)N2C3)CC1 (stereo not given in full)	13.8%	9.6%	i	i	7.1%	1.8%	-0.6
O=C(N[C@@H](Cn1cc(Cl)c(=O)[nH]c1=O)C(=O)O)C1CCCC1	i	-5.8%[172 µM]	-2.9%[174 µM]	?	3.9%[87.6 µM]	-9.0%[87.6 µM]	10.0
CC(C)CC(C)NC(=O)c1noc(-c2ccc[nH]c2=O)n1 (stereo not given)	-4.7%	6.1%	-7.1%	i	5.3%	1.4%	9.4
COc1ccc(CC(=O)N2CC[C@H]3CC(=O)N(CCN4CCOCC4)CC[C@H]3C2)cc1	-16.4%[172 µM]	-2.1%[172 µM]	-22.4%[174 µM]	1.6%[88.5 µM]	-1.8%[87.6 µM]	24.6%[87.6 µM]	10.1
Cc1ccc(C2CC(=O)n3nc(-c4cccc(C)c4)nc3S2)cc1 (stereo not given)	/	/	/	/	2.3%	-2.1%	11.0
O=C(Cc1ccsc1)N1CCCCCC1c1nc(-c2ccncc2)no1 (stereo not given)	?	6.4%	-13.7%	-3.1%	-0.4%	?	-4.6
COc1ccccc1-c1cn2c(n1)CO[C@@H](CNC(C)C)C2	-21.9%[172 µM]	-16.2%[172 µM]	-10.5%[138 µM]	?	-5.3%[87.6 µM]	-0.5%[87.6 µM]	-0.1
Cn1ncc2c(C(=O)NCc3cccc(F)c3)cc(-c3ccc(Cl)cc3)nc21	44.7µM*	/	?	i	-12.6%	-29.6%	-5.6
CN(Cc1cc(C[C@H]2CNCC[C@H]2CC(=O)N2CCN(c3ccccc3)CC2)no1)c1ccccc1	?	-9.6%	20µM*	-3.1%	?	?	2.5
CN1Cc2cccn2CC1CNC(=O)c1ccoc1 (stereo not given)	-0.9%	4.0%	-32.4%	i	-6.7%	-4.0%	15.5
Cc1ccc(F)cc1-c1cccc(CCOc2cnc3c(ccn3CC(=O)O)c2)c1	?	7.5%[172 µM]	-7.7%[138 µM]	1.6%[88.5 µM]	1.2%[87.6 µM]	-20.6%[87.6 µM]	-19.3
COc1ccc(Nc2cc(C(=O)NCCc3ccccc3)c3ccccc3n2)cc1OC	/	/	/	/	20.5%	-29.4%	4.0
O=C(c1ccccc1Cl)N1CCN(C(=O)c2nc3cccnc3n(CCc3ccccc3)c2=O)CC1	?	/	-15.3%	2.7%	2.2%	7.9%	2.0
CCc1ccccc1NC(=O)C1CCN(C(=O)c2ncn3c2COC(c2ccc(F)cc2)C3)CC1 (stereo not given)	-15.4%	?	-17.5%	0.2%	3.4%	34.6%[activator]	0.0
